NR3A LBD binder: modulates the human NR3A ligand-binding domain; NR3A LBD differential scanning fluorimetry, Tm shift; 0% = protein alone, 100% = glycine-bound protein; Tm shift relative to glycine control, % at 25 µM; 340,000 compounds, 2.5% hits; AID 1259313;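 active = melting temperature shift of at least 10% of the positive control shift, at one fixed dose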
SENP6 inh: blocks the human protease SENP6; AID 2599; Recombinant SENP6 catalytic domain, aminoluciferin luminescence; inhibition, % at 10 µM; 330,000 compounds, 1.8% hits;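 active = inhibition above about 50% at the single tested dose, limit read from the data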;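 also: plate controls were DMSO wells with enzyme for no effect and DMSO wells lacking enzyme for full effect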
Target sequence (Q9GZR1 628-1112 limits assumed): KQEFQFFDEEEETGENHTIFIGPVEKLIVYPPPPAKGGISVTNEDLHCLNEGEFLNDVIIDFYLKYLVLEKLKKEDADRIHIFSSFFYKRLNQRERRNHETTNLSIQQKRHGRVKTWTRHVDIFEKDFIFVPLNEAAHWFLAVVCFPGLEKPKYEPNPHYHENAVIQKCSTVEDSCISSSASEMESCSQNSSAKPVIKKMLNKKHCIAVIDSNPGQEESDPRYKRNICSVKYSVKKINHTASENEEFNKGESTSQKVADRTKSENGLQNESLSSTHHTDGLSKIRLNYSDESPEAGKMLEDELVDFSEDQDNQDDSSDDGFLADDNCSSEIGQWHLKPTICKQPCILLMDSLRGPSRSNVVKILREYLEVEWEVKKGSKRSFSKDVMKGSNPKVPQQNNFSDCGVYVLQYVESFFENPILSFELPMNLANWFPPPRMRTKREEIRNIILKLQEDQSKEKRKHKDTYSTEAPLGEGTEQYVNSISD
ATG4B inhibitor: blocks human ATG4B protease cleavage of LC3 substrate. ATG4B cleavage of LC3-PLA2, NBD-HPC fluorescence, 1 h. inhibition, % at 8.33 µM. Q9Y4P1. 340,000 compounds, 0.51% hits; in the data active = inhibition above about 40%
SENP8 inh: SENP8 (human) protease inhibition; Q96LD8; recombinant SENP8, Nedd8 substrate fluorescence; inhibition, % at 20 µM; 360,000 compounds, 0.64% hits; in the data active = inhibition mostly above about 40%, no sharp cut-off; inactive = mostly below about 27%
Target sequence (Q96LD8 whole entry, looked up): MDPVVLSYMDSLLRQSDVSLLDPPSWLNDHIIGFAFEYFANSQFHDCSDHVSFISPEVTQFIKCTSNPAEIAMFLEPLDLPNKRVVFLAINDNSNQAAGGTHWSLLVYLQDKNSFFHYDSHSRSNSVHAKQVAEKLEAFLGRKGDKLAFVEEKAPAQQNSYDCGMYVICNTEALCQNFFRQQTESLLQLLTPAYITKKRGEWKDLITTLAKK
HKDC1 inhibitor: inhibitors of human hexokinase HKDC1; inhibition, % at 20 µM; 340,000 compounds, 0.16% hits; recombinant HKDC1, G6PDH/diaphorase resazurin coupled fluorescence;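 active = inhibition above about 35% when tested at 20 µM, limit read from the data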;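 also: plate controls were DMSO wells with enzyme for no effect and DMSO wells lacking enzyme for full effect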
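Incubation: 90 min at room temperature in dark / Material: recombinant HKDC1 (HK5) hexokinase enzyme, produced in-house / Quantity: enzyme 5 µg/mL final / Compound: one dose of 20 µM, 1% DMSO / Reagent: glucose and ATP substrates / Buffer or medium: Tris pH 8.0 buffer with MgCl2, Tween-20, BSA, BME / Technique: resorufin fluorescence at 613 nm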
PfGluPho inh: PfG6PD (Plasmodium falciparum) enzyme inhibition; PfGluPho enzyme, NADPH resazurin-diaphorase fluorescence; inhibition, % at 20 µM; 350,000 compounds, 0.78% hits; AID 504690;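 active = inhibition reaching at least a set limit at 20 µM in the primary screen, cut at about 59% in these data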;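 also: 0% = DMSO wells with substrate and 100% = DMSO wells lacking glucose-6-phosphate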
SENP7 inh: blocks the human protease SENP7 | Q9BQF6 | recombinant SENP7, Z-RLRGG-aminoluciferin luminescence, 40 min | inhibition, % at 5 µM | 330,000 compounds, 1.5% hits | AID 434973;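 active = inhibition above about 50% at the single test dose, limit read from the data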;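 also: plate controls were DMSO with enzyme for no effect and no enzyme buffer wells for full effect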
Target sequence (Q9BQF6 706-1050 limits assumed): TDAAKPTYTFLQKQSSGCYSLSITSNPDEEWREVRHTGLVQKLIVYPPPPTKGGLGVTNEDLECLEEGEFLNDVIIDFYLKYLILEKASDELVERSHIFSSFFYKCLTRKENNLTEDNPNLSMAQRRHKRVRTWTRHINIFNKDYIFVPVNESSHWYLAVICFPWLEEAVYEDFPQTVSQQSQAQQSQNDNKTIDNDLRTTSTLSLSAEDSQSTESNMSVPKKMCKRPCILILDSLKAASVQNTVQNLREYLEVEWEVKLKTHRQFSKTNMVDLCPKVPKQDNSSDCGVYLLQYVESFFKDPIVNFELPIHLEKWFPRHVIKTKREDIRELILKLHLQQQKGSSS
MPTP inh: blocks calcium-induced mitochondrial swelling; AID 602449; isolated mouse mitochondria, Ca2+ swelling absorbance, 30 min; inhibition, % at 10 µM; 360,000 compounds, 1.4% hits;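 active = inhibition of 50% or more, scaled per plate between neutral and stimulator controls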;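 also: 0% = DMSO wells given calcium and 100% = 1 mM EGTA wells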
* marks the source's active call; other numbers are inactive results; . = no result given. No enrichment for hits; 6.9% or so of the library scored in one or more.

1: O=C1c2ccccc2NC(c2cccc([N+](=O)[O-])c2)N1O (stereo unspecified)
2: O=C(O)CCSc1nnc(SCC(=O)NC2CCS(=O)(=O)C2)s1 (stereo unspecified)
3: C/C(=N\NC(N)=S)c1ccncc1
4: COC(=O)C(NC(=O)c1ccccc1C)(Nc1ncc(S(=O)(=O)c2ccc([N+](=O)[O-])cc2)s1)C(F)(F)F (stereo unspecified)
5: CC(NC(=O)C1CC1)C(c1cccs1)N1CCN(c2ccccc2)CC1 (stereo unspecified)
6: Cc1sc(NC(=O)COc2ccccc2)c(C#N)c1C
7: COc1cc(OC)c(C(=O)NC2CC(C)(C)NC(C)(C)C2)cc1OC
8: O=C(Oc1ccc(-c2ccccc2)cc1)N1CCOCC1
assay / compound,1,2,3,4,5,6,7,8
PfGluPho inh,-3,-7,-8,-6,1,56,-12,1
SENP7 inh,-1,-3,7,-9,1,2,-5,13
NR3A LBD binder,0,2,2,-8,-1,0,-1,-2
HKDC1 inhibitor,-7,-4,2,6,-3,-7,-7,-12
ATG4B inhibitor,0,5,-9,-24,-4,28,-6,8
SENP8 inh,17,9,17,26,14,29,3,13
SENP6 inh,0,-8,3,1,-14,2,-8,-19
MPTP inh,3.9,0.5,3.4,23,-0.5,1.9,-0.9,-1.5

9: O=C(N/N=C/c1cc2ccccc2nc1Cl)c1ccncc1
10: CN1CCN(C(=O)c2cc3ccccc3[nH]2)CC1
11: COCCCNC(=O)c1c(N)n(-c2ccc3c(c2)OCO3)c2nc3ccccc3nc12
12: COc1cc(/C=C2\SC(=Nc3cccnc3)NC2=O)cc(OC)c1OC
13: O=C(NCCCO)C(=O)Nc1cc2c3c(c1)CCC(=O)N3CCC2
14: CCCn1c(C)cc(C(=O)COC(=O)c2c(C)nn(-c3ccccc3)c2C)c1C
15: COc1ccc(Nc2cc(C)nc3ncnn23)cc1Cl
16: CC1CCc2c(sc(NC(=O)COC(=O)c3ccccc3NCc3ccco3)c2C#N)C1 (stereo unspecified)
assay / compound,9,10,11,12,13,14,15,16
PfGluPho inh,1,-9,4,-25,-11,-1,-10,-7
SENP7 inh,2,-10,16,1,-3,3,1,4
NR3A LBD binder,-1,-1,2,-1,5,-1,1,-1
HKDC1 inhibitor,1,1,4,3,-2,-5,1,-6
ATG4B inhibitor,-21,-1,-14,-11,-4,17,10,-2
SENP8 inh,-4,0,-476,-16,1,14,7,-280
SENP6 inh,-7,-1,32,-12,-2,-7,-3,-1
MPTP inh,-4.0,0.1,-1.0,0.2,-1.3,-0.1,-0.2,2.6

17: COc1ccc(Nc2nc(-c3cccc(OC)c3O)nc3ccccc23)cc1
18: CCn1cc(Br)c(C(=O)NCc2ccco2)n1
19: CN(C)S(=O)(=O)c1ccc(Cl)c(C(=O)NCC2CCCCC2)c1
20: Cn1c(C(=O)NCc2ccccc2)cc2oc3ccccc3c21
21: Cc1ccc(NC2=Nc3ccccc3CS2)cc1
22: COc1cc2cc(CCCOC(=O)c3ccc(F)cc3)oc(=O)c2cc1OC
23: CC(C)Cc1nnc(NC(=O)CCN2C(=O)c3ccccc3C2=O)s1
24: CCOc1cccc(/C=C(/C#N)c2nc3ccccc3[nH]2)c1OCC(=O)O
assay / compound,17,18,19,20,21,22,23,24
PfGluPho inh,24,3,0,14,-12,8,3,10
SENP7 inh,-2,-3,-7,3,92*,-1,-7,1
NR3A LBD binder,11*,-1,-2,-8,-8,-1,-1,5
HKDC1 inhibitor,3,6,-1,0,-4,12,-3,0
ATG4B inhibitor,-19,-7,-7,-12,-6,-14,-5,3
SENP8 inh,8,20,12,-19,27,-29,5,-242
SENP6 inh,-4,6,-17,-22,83*,-12,4,6
MPTP inh,1.2,-0.6,-0.1,3.0,0.0,1.2,-2.2,1.9

25: Nc1c(C(=O)Nc2ccccc2)sc2nc(-c3ccco3)ccc12
26: O=C(CCSc1nnc(-c2ccncc2)o1)Nc1cccc(Cl)c1
27: Cn1c(CN2CCCC2)nc2cc(NC(=O)c3ccco3)ccc21
28: Cn1c(C(=O)NC2CCCCC2)cc2sccc21
29: CC(NC(=O)c1ccccc1)c1nc2ccccc2n1Cc1ccc(C#N)cc1 (stereo unspecified)
30: CCOC(=O)NC(=O)COC(=O)Cc1cc(OC)c(OC)c(OC)c1
31: O=C(CN(C(=O)CNS(=O)(=O)c1ccc(F)cc1)c1cccc(F)c1)NCC1CCCO1 (stereo unspecified)
32: O=C1S/C(=C/c2ccc(N3CCOCC3)o2)C(=O)N1Cc1c(F)cccc1Cl
assay / compound,25,26,27,28,29,30,31,32
PfGluPho inh,37,6,-2,28,3,2,13,48
SENP7 inh,-29,-6,3,-2,-8,2,-10,1
NR3A LBD binder,-11,1,-1,-1,0,0,2,-4
HKDC1 inhibitor,2,-3,-1,-5,-1,-7,-1,10
ATG4B inhibitor,7,-5,-2,0,-14,-8,-11,2
SENP8 inh,-273,18,-42,2,-11,11,4,35
SENP6 inh,15,-6,8,6,-22,4,-41,0
MPTP inh,2.5,-2.4,0.1,-1.0,-4.2,2.2,0.4,7.4

33: Cc1ccc(NS(=O)(=O)c2ccc(OCC(=O)NCc3cccnc3)cc2)cc1
34: CCOc1ccc(OCC)c(NC(=O)C2CCCN(c3ncccn3)C2)c1 (stereo unspecified)
35: O=C(CSc1nc2ccccc2o1)NCc1n[nH]c(=O)c2ccccc12
36: COCCCNC(=O)CS(=O)(=O)Cc1nc(-c2ccccc2C)oc1C
37: Cc1ncsc1CCC(=O)N1CCCC(C(=O)c2ccc3c(c2)OCO3)C1 (stereo unspecified)
38: O=C(c1cnccn1)N1CCc2c([nH]c3ccccc23)C1c1cccc(Cl)c1 (stereo unspecified)
39: CC(C)n1nnnc1SCC(=O)NNC(=O)C1CCCCC1
40: CC(=O)c1ccc(OCc2cc(C(=O)N(C)C(C)c3ccon3)no2)cc1 (stereo unspecified)
assay / compound,33,34,35,36,37,38,39,40
PfGluPho inh,17,-6,3,10,5,5,-5,10
SENP7 inh,.,10,3,4,1,-4,-4,0
NR3A LBD binder,-7,1,-1,0,0,-3,0,1
HKDC1 inhibitor,-8,4,-1,-7,-3,-8,-9,-6
ATG4B inhibitor,3,-1,-6,-6,-35,-3,-1,16
SENP8 inh,18,-14,24,17,-14,-14,-15,5
SENP6 inh,.,6,-5,-6,-10,-6,1,-10
MPTP inh,-0.5,-1.5,0.5,-0.6,-3.1,7.4,-0.3,0.4

41: COc1ccc(C2N=C(N)N=C(N)N2c2ccccc2OC)cc1OC (stereo unspecified)
42: CC(=O)N1CCC(c2c[nH]c3ccccc23)CC1
43: CCc1ccc(Nc2cc(=O)n(C3CCCCC3)c(=O)[nH]2)cc1
44: Cc1cccc(C)c1NCC(=O)N1CCN(Cc2ccccc2)CC1
45: O=C(O)c1ccc(N=Nc2c(O)[nH]c3ccc(Br)cc23)cc1
46: COc1cc(NC(=O)CSc2nccc(C)n2)c(C(=O)O)cc1OC
47: O=C(O)c1ccccc1NC(=O)C1CCCO1 (stereo unspecified)
48: CCOc1ccc(CN(C)C(=O)c2ccc(NC(=O)CC3SC(N4CCCC4)=NC3=O)cc2)cc1 (stereo unspecified)
assay / compound,41,42,43,44,45,46,47,48
PfGluPho inh,-11,-16,3,6,26,10,2,-6
SENP7 inh,-9,-1,5,3,62*,-1,-3,-2
NR3A LBD binder,2,2,-36,-1,3,0,0,1
HKDC1 inhibitor,-2,-2,1,4,7,0,-6,-8
ATG4B inhibitor,2,5,1,3,-5,-6,-4,-2
SENP8 inh,25,8,19,18,38,14,5,-5
SENP6 inh,-6,-23,-24,5,57*,-13,-4,-11
MPTP inh,-2.6,0.9,63*,0.1,-1.7,0.9,0.0,-0.6

49: COc1ccccc1CN1CC(C(=O)NCCc2ccccc2Cl)CCC1=O (stereo unspecified)
50: Cc1ccc(NC(=O)CN2CCc3cc4c(cc3C2)OCCCO4)cc1
51: CC(=O)NC(=S)NNC(=O)CCc1ccccc1
52: Cc1ccc([N+](=O)[O-])cc1NCC(=O)NN
53: Cc1cccn2c(=O)c3cc(C(=O)NC(C)c4ccccc4)c(=N)n(CCCn4ccnc4)c3nc12 (stereo unspecified)
54: NC(=O)c1nsnc1-c1ccccc1O
55: Nn1c(Cc2ccccc2)nc2cc(Cl)ccc2c1=O
56: Cc1nnc(SCC(=O)Nc2ncc(Cc3ccc(F)cc3)s2)n1N
assay / compound,49,50,51,52,53,54,55,56
PfGluPho inh,-9,8,9,2,-4,-11,2,-20
SENP7 inh,-4,6,4,-4,0,-10,4,2
NR3A LBD binder,3,2,-1,-2,-2,-1,1,0
HKDC1 inhibitor,-6,-3,-14,-10,-12,-8,-7,4
ATG4B inhibitor,-2,2,-5,6,-11,5,-2,12
SENP8 inh,2,43*,3,2,-438,17,26,24
SENP6 inh,19,12,12,0,-6,-22,0,-4
MPTP inh,-1.7,0.1,-3.0,-1.2,1.5,-1.0,1.3,-1.5

Part of the list above in order of formula weight, rising.
54: NC(=O)c1nsnc1-c1ccccc1O
52: Cc1ccc([N+](=O)[O-])cc1NCC(=O)NN
51: CC(=O)NC(=S)NNC(=O)CCc1ccccc1
55: Nn1c(Cc2ccccc2)nc2cc(Cl)ccc2c1=O
44: Cc1cccc(C)c1NCC(=O)N1CCN(Cc2ccccc2)CC1
45: O=C(O)c1ccc(N=Nc2c(O)[nH]c3ccc(Br)cc23)cc1
46: COc1cc(NC(=O)CSc2nccc(C)n2)c(C(=O)O)cc1OC
56: Cc1nnc(SCC(=O)Nc2ncc(Cc3ccc(F)cc3)s2)n1N
49: COc1ccccc1CN1CC(C(=O)NCCc2ccccc2Cl)CCC1=O (stereo unspecified)
53: Cc1cccn2c(=O)c3cc(C(=O)NC(C)c4ccccc4)c(=N)n(CCCn4ccnc4)c3nc12 (stereo unspecified)
assay / compound,54,52,51,55,44,45,46,56,49,53
PfGluPho inh,-11,2,9,2,6,26,10,-20,-9,-4
SENP7 inh,-10,-4,4,4,3,62*,-1,2,-4,0
NR3A LBD binder,-1,-2,-1,1,-1,3,0,0,3,-2
HKDC1 inhibitor,-8,-10,-14,-7,4,7,0,4,-6,-12
ATG4B inhibitor,5,6,-5,-2,3,-5,-6,12,-2,-11
SENP8 inh,17,2,3,26,18,38,14,24,2,-438
SENP6 inh,-22,0,12,0,5,57*,-13,-4,19,-6
MPTP inh,-1.0,-1.2,-3.0,1.3,0.1,-1.7,0.9,-1.5,-1.7,1.5

48: CCOc1ccc(CN(C)C(=O)c2ccc(NC(=O)CC3SC(N4CCCC4)=NC3=O)cc2)cc1 (stereo unspecified)
assay / compound,48
PfGluPho inh,-6
SENP7 inh,-2
NR3A LBD binder,1
HKDC1 inhibitor,-8
ATG4B inhibitor,-2
SENP8 inh,-5
SENP6 inh,-11
MPTP inh,-0.6

Remaining list, next part
57: O=C(O)CC(CNS(=O)(=O)c1ccccc1)c1ccccc1 (stereo unspecified)
58: Cc1ccccc1OCC(=O)NN1Cc2ccccc2C1=N
59: Cc1cc(N2CCN(C)CC2)nc2ccc(NC(=O)CCC(=O)NCc3ccco3)cc12
60: CC[C@@H]1C(c2ccccc2)=NN(c2ccccc2)[C@H]1C(=O)N1CCOC1=O
61: O=C(OCc1c(Cl)cccc1Cl)c1cnccn1
62: ClCCN1C2=NCCCN2c2ccccc21
63: CC1(C)CC(C)(O)P(=O)(c2ccccc2)O1 (stereo unspecified)
64: Cc1c(C)n(Cc2ccccc2)c2ccc(C(=O)NCCN3CCOCC3)cc12
assay / compound,57,58,59,60,61,62,63,64
PfGluPho inh,-9,9,-7,11,9,4,-13,-19
SENP7 inh,8,16,9,6,1,5,-1,2
NR3A LBD binder,3,2,-2,-20,1,0,-1,0
HKDC1 inhibitor,1,-4,11,11,-4,-5,-2,-1
ATG4B inhibitor,14,-6,-3,11,-2,-11,19,-18
SENP8 inh,16,3,-290,-402,30,-2,6,-56
SENP6 inh,-22,7,-11,.,-9,-4,-1,5
MPTP inh,-0.7,-2.8,0.1,2.4,-1.7,0.4,-1.0,-1.4

Assay outcomes from PubChem BioAssay.
